Compound activity (PubChem BioAssay)
ERAP1 inh: human ERAP1 aminopeptidase inhibitors, primary screen, biochemical, single point, plate reader; AID 652197, 2013; recombinant ERAP1, Leu-AMC fluorescence, 60 min; inhibition, % at 10.7 µM; 340,000 compounds, 0.15% hits;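 active = mean replicate inhibition of at least 30%, or all replicates individually reaching that 30% level; inactive = mean below 30% and not every replicate reaching it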;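 note: 0% = neutral control wells and 100% = L-leucinethiol positive control wells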
Target sequence (Q9NZ08 whole entry, looked up): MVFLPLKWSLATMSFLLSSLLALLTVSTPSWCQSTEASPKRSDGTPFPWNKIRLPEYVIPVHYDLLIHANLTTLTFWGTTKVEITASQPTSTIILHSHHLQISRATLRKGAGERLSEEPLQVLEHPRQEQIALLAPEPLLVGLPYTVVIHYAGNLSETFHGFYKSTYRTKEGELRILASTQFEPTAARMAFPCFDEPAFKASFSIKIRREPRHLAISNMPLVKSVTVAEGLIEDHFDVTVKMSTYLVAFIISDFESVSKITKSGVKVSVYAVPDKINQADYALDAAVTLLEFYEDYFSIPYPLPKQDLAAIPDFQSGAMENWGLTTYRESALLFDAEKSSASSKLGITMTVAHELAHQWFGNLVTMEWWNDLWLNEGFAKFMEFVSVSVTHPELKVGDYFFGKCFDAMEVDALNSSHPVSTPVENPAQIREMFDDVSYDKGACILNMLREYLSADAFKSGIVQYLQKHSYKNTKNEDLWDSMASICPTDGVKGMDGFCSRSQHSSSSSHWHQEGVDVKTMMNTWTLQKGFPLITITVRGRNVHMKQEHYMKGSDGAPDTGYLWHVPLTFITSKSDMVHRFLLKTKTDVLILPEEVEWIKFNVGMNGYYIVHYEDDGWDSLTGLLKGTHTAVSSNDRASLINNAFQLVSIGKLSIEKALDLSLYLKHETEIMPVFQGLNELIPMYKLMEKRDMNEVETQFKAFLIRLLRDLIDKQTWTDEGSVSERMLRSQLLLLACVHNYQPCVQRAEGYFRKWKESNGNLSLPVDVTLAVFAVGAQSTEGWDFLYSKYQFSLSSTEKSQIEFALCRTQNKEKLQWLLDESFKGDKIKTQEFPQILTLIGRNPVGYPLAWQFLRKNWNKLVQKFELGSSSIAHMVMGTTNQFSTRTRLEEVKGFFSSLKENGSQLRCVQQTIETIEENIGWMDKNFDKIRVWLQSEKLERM
Statin myotox sup: suppressors of statin myotoxicity in C2C12 myotubes, primary screen, cell-based, single point, plate reader. C2C12 myotubes + simvastatin, ATP luminescence, 48 h; scaled: DMSO 0, geranylgeraniol control 100. rescue of ATP level, % at 7.49 µM. 330,000 compounds, 0.78% hits;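 active = mean ATP rescue above about 67%, or every replicate alone reaching that limit, limit read from the data, passing the limit was not always enough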;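 note: myotubes were challenged with 10 µM simvastatin during compound exposure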
LGR2 antag: inhibitors of bursicon-induced LGR2 CRE-luciferase signal, primary screen, cell-based, HEK293, CRE-luciferase reporter, bursicon stimulation. bursicon-stimulated, 4 h. inhibition, % at 9.99 µM. 380,000 compounds, 0.35% hits;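 active = drop in luminescence signal, shown as inhibition above about 50% in the replicate tests, limit read from the data, passing the limit was not always enough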;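 note: agonist challenge used bursicon conditioned medium at about half maximal strength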
Cneo AK release: Cryptococcus neoformans cell lysis inducers, primary screen, AK release luminescence, single concentration; C. neoformans lysis, adenylate kinase release luminescence, 4 h; normalised: neutral wells 0, clomiphene wells 100; lysis activity, % at 15 µM; 360,000 compounds, 0.2% hits; AID 651654, 2012;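 active = mean lysis activity across replicates of at least 80%, whatever share of replicates individually reach that level; inactive = mean lysis activity below 80%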
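Material: C. neoformans cells; Schedule: 4 h static compound exposure, 37 °C, read 1 h post-reagent; Measured by: adenylate kinase release luminescence; Read-out: signal increase indicating cell lysis; Controls: Clomiphene as positive lysis control.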
Xi reactivation: activators of inactive X chromosome reactivation, primary screen, imaging, XiGFP fibroblasts, GFP high-content imaging, set 2; XiGFP mouse fibroblasts, % GFP-positive cells imaging, 3 d; cells co-treated with 5-aza-dC sensitizer; scaled so ellipticine positive control = 100%; activation, % at 7.58 µM; 360,000 compounds, 0.055% hits;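 active = mean normalized replicate activation at least 10% and every replicate at or above 10%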;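 note: 0% = median of on-plate neutral control wells and 100% = ellipticine 6 µM median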
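Material: SV40-immortalized XiGFP fibroblast cells, line 68-5-11 | Buffer or medium: DMEM containing 5-aza-dC | Dosing: One concentration, pinned | Times: 3 d treatment, 15 min room-temperature fixation | Controls: Ellipticine 6 µM positive control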
PGC1a acetyl inh: inhibitors of PGC1a acetylation signal, primary screen, cell-based, U2OS, AlphaScreen, inhibitor mode; AlphaScreen anti-acetyl-lysine; with virally co-expressed GCN5 acetyltransferase; inhibition, % at 15.6 µM; 350,000 compounds, 0.17% hits; AID 651687, 2012;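 active = every replicate shows inhibition of at least 40%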;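 note: 0% = neutral control wells and 100% = positive control wells; some results beyond the cut were filed as inactive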
S100A4 inh HTS: inhibitors of S100A4-myosin IIA peptide binding, primary screen, biochemical, fluorescence polarization, TAMRA-MyoIIA peptide. Protein S100-A4 (Homo sapiens), P26447. inhibition, % at 10.7 µM. 360,000 compounds, 0.14% hits. AID 652163, 2013;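 active = mean inhibition of at least 70% across replicates, with every replicate also reaching that level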
Target sequence (P26447 whole entry, looked up): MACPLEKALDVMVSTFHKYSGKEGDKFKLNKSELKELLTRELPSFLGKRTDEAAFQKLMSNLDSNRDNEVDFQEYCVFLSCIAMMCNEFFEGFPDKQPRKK
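System – human S100A4 monomer protein, biochemical binding assay · Buffer or medium – Calcium-containing HEPES buffer, pH 7.2 · Timing – 5 min between mix addition and reading · Also added – TAMRA-labelled myosin IIA heavy-chain peptide probe, 5 nM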
SIRT5 block: SIRT5 desuccinylase inhibitors, primary screen, biochemical, fluorescence imaging, single point, set 5; AID 652115, 2013; Purified SirT5, succinyl-peptide AMC, trypsin-coupled fluorescence; 330,000 compounds, 1.1% hits; inhibition, % at 15 µM; in the data active = inhibition above about 15%
Numbers without * were called inactive; . = no result given.

no.	SMILES	Statin myotox sup	PGC1a acetyl inh	LGR2 antag	ERAP1 inh	Cneo AK release	Xi reactivation	S100A4 inh HTS	SIRT5 block
1	Cc1nn(C)c(Oc2cccc(C(F)(F)F)c2)c1C=O	.	4	-9	-1	.	0.0	-5	1
2	O=c1cc(CCc2ccccc2)[nH]c(=O)[nH]1	.	.	1	-2	.	0.2	3	3
3	COc1ccc(NC(=O)c2cc(S(=O)(=O)N(Cc3ccccc3)c3ccccc3)ccc2Cl)cn1	.	.	11	1	.	0.0	0	-2
4	CCN(CC)CCNC(=O)Cn1cnc2sc(C)c(S(=O)(=O)N3CCN(c4ccccc4OC)CC3)c2c1=O	-1	13	3	2	1	0.5	2	-1
5	COc1cccc(OCC(O)CN2CCN(c3ncccn3)CC2)c1 (configuration not stated)	.	.	1	1	.	0.1	4	-3
6	CC(C)N1CCC(C)(C(=O)Nc2cc(-c3ccccc3)nn2C)C1 (configuration not stated)	-17	3	2	5	1	0.5	0	-4
7	COc1ccc(-n2nc(C(=O)NCC(=O)N3CCN(c4ccccc4F)CC3)c3ccccc3c2=O)cc1OC	3	-2	-18	3	.	0.0	-2	-1
8	N/C(Cc1cccs1)=N\OC(=O)COc1ccccc1Cl	-10	-3	-76	.	-13	.	.	.
9	O=C(Cc1ccncc1)N1CC[C@@H]2[C@H](CO)Nc3ccc(Br)cc3[C@@H]21	-29	1	-4	.	-13	0.1	.	.
10	O=c1c(C(c2ccccc2)c2c(O)nc3n(c2=O)CCS3)c(O)nc2n1CCS2	.	.	-3	0	.	-0.1	-3	1
11	O=C(Nc1ccn(CCCN2CCN(c3ncccn3)CC2)c(=O)n1)OCc1ccccc1	4	.	0	-8	-2	0.1	-5	-1
12	O=C(NCc1ccccc1)N1CCn2c(nc3ccccc32)C1	0	-16	2	1	.	.	-3	-2
13	Cc1cnc(C(=O)OCC(=O)Nc2ccc(C)c(S(=O)(=O)N3CCOCC3)c2)cn1	0	-3	9	1	10	0.3	-2	.
14	CCCc1nnc(NC(=O)Cn2cnc3ccccc3c2=O)s1	18	-4	3	.	3	.	.	.
15	CCN(CC)C(=N)N1c2ccccc2CCC1C (configuration not stated)	-5	-4	2	1	3	0.2	-7	2
16	O=C(CCN1C(=O)/C(=C/C=C/c2ccccc2)SC1=S)Nc1ccccn1	.	4	5	0	.	0.0	-4	-3
17	C[C@@H]1CN([C@@H](C)CO)C(=O)Cc2cc(NC(=O)CCC(F)(F)F)ccc2O[C@H]1CN(C)CC1CC1	-16	-15	-13	-2	-3	0.2	-3	2
18	Cc1cc(C(=O)N2CCCC(N3CCN(c4cccc(C(F)(F)F)c4)CC3)C2)c(C)o1 (configuration not stated)	8	.	6	3	-1	0.4	1	-4
19	O=C(CCn1c(=S)oc2ccccc21)Nc1cc([N+](=O)[O-])ccc1F	-21	.	6	0	-2	0.1	-1	2
20	CC(=O)c1c(C)[nH]c(C(=O)OC(C)C(=O)NC2CCCCC2)c1C (configuration not stated)	-7	0	-8	-3	2	-0.1	-2	.
21	CCN(CC)S(=O)(=O)c1ccc(NC(=O)c2cnc(C)cn2)cc1	0	2	7	-1	4	0.1	-11	-4
22	CCCNC(=O)N1[C@H](CN(C)C(C)=O)[C@@H](c2ccc(C3=CCCC3)cc2)[C@@H]1CO	-2	-3	14	-1	-6	0.2	1	3
23	CCOC(=O)C(C)Sc1nc2c(cnn2-c2ccc(F)cc2)c(=O)[nH]1 (configuration not stated)	10	13	12	3	1	-0.1	0	-2
24	CCOc1ccc(C2NC(=O)NC(C)=C2[N+](=O)[O-])cc1OC (configuration not stated)	-5	5	12	4	0	-0.1	-1	2
25	CCS(=O)(=O)N1CCC(C(=O)Nc2ccccc2OC)CC1	13	.	4	-2	-1	0.3	-5	.
26	CCN(CC)CCCN1C(=O)C2C(C(=O)Nc3ccc(C(C)C)cc3)C3C=CC2(O3)C1C(=O)NC1CCCCC1 (configuration not stated)	-23	7	9	-1	3	0.3	-9	-7
27	CCCN1CCN(C(=O)Cn2ncc3c([nH]c4ccc(C)cc43)c2=O)CC1	-1	-2	11	0	1	0.1	4	-6
28	Cc1ccccc1OCCC(=O)Nc1ccc(S(=O)(=O)N(C)C2CCN(C)CC2)cc1	-14	-3	-4	0	-3	0.2	-1	5
29	C[C@H]1CN([C@@H](C)CO)C(=O)c2cc(NC(=O)Nc3ccccc3)ccc2O[C@@H]1CN(C)CC1CCCCC1	-5	2	-11	2	1	-0.1	3	0
30	COc1ccc(CNC(=O)CCc2nc(-c3ccccc3F)no2)c(OC)c1	-10	-23	-2	.	-5	.	.	.

The final 2 records of the section above open the next one.
no.	SMILES	Statin myotox sup	PGC1a acetyl inh	LGR2 antag	ERAP1 inh	Cneo AK release	Xi reactivation	S100A4 inh HTS	SIRT5 block
29	C[C@H]1CN([C@@H](C)CO)C(=O)c2cc(NC(=O)Nc3ccccc3)ccc2O[C@@H]1CN(C)CC1CCCCC1	-5	2	-11	2	1	-0.1	3	0
30	COc1ccc(CNC(=O)CCc2nc(-c3ccccc3F)no2)c(OC)c1	-10	-23	-2	.	-5	.	.	.
31	COc1cccc(CC2(CO)CCCN(C(=O)c3cc[n+]([O-])cc3)C2)c1 (configuration not stated)	0	-1	-1	-1	0	0.0	5	0
32	O=C(N/N=C\c1ccc2c(c1)OCO2)c1cncc(Br)c1	5	.	16	2	0	0.2	-2	0
33	CCCCCCN1C=CC=C/C1=C\C=C(C#N)C#N	.	2	-9	.	1	0.2	41	-3
34	CCCN(C)C[C@H]1OCCCC[C@H](C)Oc2ccc(NS(=O)(=O)c3ccc(F)cc3)cc2C(=O)N([C@H](C)CO)C[C@H]1C	35	11	12	1	2	0.2	5	0
35	CN(C)c1ccc(/C=C/c2nc3ccccc3c(=O)[nH]2)cc1	.	.	91*	1	.	0.0	-14	-2
36	CC(=O)N1c2ccc(S(=O)(=O)N3CCCCC3)cc2CC1C(=O)Nc1ccc(C)cc1 (configuration not stated)	-10	0	-2	-6	0	0.1	-4	-1
37	CC(=O)N1CCc2ccc(S(=O)(=O)N3CC(C)OC(C)C3)cc21 (configuration not stated)	.	.	.	-7	.	0.2	2	-4
38	CC(=O)/C(N=Nc1ccc(C(=O)O)cc1[N+](=O)[O-])=C(\C)O	.	-8	4	6	4	-0.3	0	9
39	CCOC(=O)c1nn(-c2ccc(Cl)cc2)c(C)cc1=O	4	2	2	3	0	0.0	3	2
40	Cc1ccc(CN2CCC(Oc3ccc(C(=O)NCc4ccccn4)cc3)CC2)o1	0	.	-7	-1	-1	-0.1	-10	-4
41	CCOc1ccc(Nc2ncnc3c2cnn3-c2ccccc2)cc1	-6	-19	2	.	-1	0.1	0	.
42	CCCCNC(=O)c1onc(CSc2cccc(OCC)c2)c1C(=O)O	-2	-1	6	.	1	0.7	-10	.
43	COc1ccc(C#Cc2ccc3c(c2)O[C@@H](CN(C)C(=O)CN2CCOCC2)[C@@H](C)CN([C@@H](C)CO)S3(=O)=O)cc1	16	0	19	2	7	0.4	0	-6
44	O=C(COC(=O)c1c(F)cccc1F)Nc1ccc2c(c1)OCO2	.	.	-21	-1	-4	0.1	17	-4
45	C#CCN1C=CC(=O)[C@@H](OC(=O)Nc2ccc(Cl)cc2)[C@H]1c1ccccc1Br	3	37	0	-3	1	-0.1	-1	-3
46	COCC(=O)N1CC(=O)N2[C@H](C1)[C@H](c1ccc(-c3ccncc3)cc1)[C@@H]2CO	.	4	16	4	.	0.0	9	-1
47	O=C(C1CCC1)N1CCN(S(=O)(=O)c2ccccc2)CC1	5	-73	20	3	3	-0.1	1	-3
48	COc1cc(/C=C/c2ccc3cccc(O)c3n2)cc(Cl)c1OC	6	.	-49	-2	1	0.0	1	-2
49	Cc1ccccc1-c1nc(NC(C)C)nc2ccsc12	1	.	-14	-2	5	0.0	0	-9
50	O=C([C@@H]1N[C@@H]2c3ccc(C4=CCCCC4)c(=O)n3C[C@@H]2[C@H]1CO)N1CCc2ccccc2C1	-9	2	8	.	1	0.9	.	.
51	CC(Sc1nccn1C)C(=O)c1ccc(Br)cc1 (configuration not stated)	38	0	-21	-1	0	0.1	-3	-2
52	COC(=O)Cn1ncn2c(cc3oc(C)cc32)c1=O	3	3	-42	.	-2	.	.	.
53	C[C@H](CO)N1C[C@H](C)[C@H](CN(C)C(=O)c2cccnc2)Oc2ncc(-c3ccccc3)cc2C1=O	-4	2	-31	3	-3	-1.0	13	-2
54	COc1ccc2c3c([nH]c2c1)[C@H](CO)N(C(=O)Nc1ccc(F)cc1)CC31CCN(C(=O)Cc2ccncc2)CC1	.	-3	7	1	.	0.0	5	.
55	CCC(Sc1nc2ccncc2[nH]1)C(=O)Nc1cc(Cl)ccc1C (configuration not stated)	15	-4	-11	-2	-1	0.6	1	.
56	COC(=O)C1=NN(c2cccc3ccccc23)C2C(=O)N(c3ccccc3OC)C(=O)C12 (configuration not stated)	.	9	-2	.	0	0.0	-10	-4
57	CC(C)NC(=O)N(C)C[C@H]1Oc2ncc(C#CC3CCCCC3)cc2C(=O)N([C@H](C)CO)C[C@H]1C	7	-12	-5	.	.	0.3	.	.
58	Cc1ccc(CSCCNC(=O)CSc2ccccc2)cc1	8	-8	5	0	1	0.0	0	-6
59	O=C(Cc1ccccn1)NCC[C@H]1CC[C@H](NC(=O)Nc2ccc(C(F)(F)F)cc2)[C@@H](CO)O1	-3	-1	-2	-5	0	0.0	-1	0

Molecules above that have an NH in an aromatic ring (seven):
no.	SMILES	Statin myotox sup	PGC1a acetyl inh	LGR2 antag	ERAP1 inh	Cneo AK release	Xi reactivation	S100A4 inh HTS	SIRT5 block
2	O=c1cc(CCc2ccccc2)[nH]c(=O)[nH]1	.	.	1	-2	.	0.2	3	3
20	CC(=O)c1c(C)[nH]c(C(=O)OC(C)C(=O)NC2CCCCC2)c1C (configuration not stated)	-7	0	-8	-3	2	-0.1	-2	.
23	CCOC(=O)C(C)Sc1nc2c(cnn2-c2ccc(F)cc2)c(=O)[nH]1 (configuration not stated)	10	13	12	3	1	-0.1	0	-2
27	CCCN1CCN(C(=O)Cn2ncc3c([nH]c4ccc(C)cc43)c2=O)CC1	-1	-2	11	0	1	0.1	4	-6
35	CN(C)c1ccc(/C=C/c2nc3ccccc3c(=O)[nH]2)cc1	.	.	91*	1	.	0.0	-14	-2
54	COc1ccc2c3c([nH]c2c1)[C@H](CO)N(C(=O)Nc1ccc(F)cc1)CC31CCN(C(=O)Cc2ccncc2)CC1	.	-3	7	1	.	0.0	5	.
55	CCC(Sc1nc2ccncc2[nH]1)C(=O)Nc1cc(Cl)ccc1C (configuration not stated)	15	-4	-11	-2	-1	0.6	1	.

The list is partial (hit frequency here may not be typical).
